PNC inhibitor: High Content Assay for Compounds that inhibit the Assembly of the Perinucleolar Compartment; 140,000 compounds, 3.1% hits; activity change (PNC), negative = inhibition, % at 10 µM; PC3M PTB-GFP, PNC prevalence imaging, 16 h; hits give low values;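 active = readout at or below -70, meaning at least 70% loss of cells showing the perinucleolar compartment, a nuclear body marking cancer cells; inconclusive = readout between -30 and a set limit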;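 also: plate controls were DMSO wells for no effect and camptothecin positive control wells for full effect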
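PC3M cells stably expressing PTB-GFP, 750–1000 cells/well, treated 16 h at 37 °C with compound (23 nl of library stock), in duplicate. After paraformaldehyde fixation and Hoechst stain, imaged at 20x; PNC prevalence scored by image analysis.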
IMPase inh: qHTS Assay for Identifying the Cell-Membrane Permeable IMPase Inhibitors | Inositol monophosphatase 1 (Rattus norvegicus), P97697 | CHO-M1 cells, IP1 accumulation, HTRF TR-FRET ratio | inhibition (IP1 accumulation), % at 46.1 µM | 120,000 tested, under 10 active; active = well fitted curve in the direction sought with a large enough effect in the signal ratio, not every such curve was filed as active; inconclusive = small, poorly fitted or top-dose-only effect, or a change in a side signal; inactive = no such curve, though single readings can be large or run the other way; the % refers to the signal ratio;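 also: cells stimulated with carbachol in lithium chloride buffer; plate controls were DMSO basal wells for no effect and reference inhibitor wells for full effect; higher means more IMPase inhibition seen as more IP1 and lower FRET ratio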
Target sequence (P97697 whole entry, looked up): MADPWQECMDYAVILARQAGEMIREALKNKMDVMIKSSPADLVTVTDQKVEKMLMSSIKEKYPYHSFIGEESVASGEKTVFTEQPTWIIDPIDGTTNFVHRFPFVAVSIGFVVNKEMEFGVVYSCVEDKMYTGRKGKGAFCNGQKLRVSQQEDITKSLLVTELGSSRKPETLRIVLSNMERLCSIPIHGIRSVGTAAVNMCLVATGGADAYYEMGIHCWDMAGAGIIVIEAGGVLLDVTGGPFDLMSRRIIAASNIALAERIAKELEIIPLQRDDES
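In this qHTS, compounds (final up to 46 uM) act on CHO-M1 cells that are then activated through the M1 receptor with carbachol, in pH 7.4 buffer containing 50 mM LiCl, for 30 min. IP1 accumulation is quantified by the IP-One immunoassay.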
ALOX12 inhib: qHTS Assay for Inhibitors of 12-hLO (12-human lipoxygenase); Polyunsaturated fatty acid lipoxygenase ALOX12 (Homo sapiens), P18054; purified 12-hLO, xylenol orange hydroperoxide absorbance; Potency, µM (doses to about 57.1 µM), for inactives: at the top dose activity change, negative = inhibition, actives largely listed as inhibitors; 150,000 compounds, 0.12% hits; AID 1452, 2008; also: potency is read from the fitted curve at half-maximal effect; nearly all actives have a fitted effect of over 55% in size; many of its hits are not listed in these tables
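Purified human 12hLO (150 nM), preincubated 15 min with compound, then 40 uM arachidonic acid for 30 min, room temperature, Hepes pH 7.0 with 0.01% Triton X-100. Hydroperoxide detected by ferrous iron/xylenol orange; 573/405 nm absorbance ratio gives reaction progress.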
15-hLO-2 inh: qHTS Assay for Inhibitors of 15-hLO-2 (15-human lipoxygenase 2) | 110,000 compounds, 0.56% hits | Potency, µM (titrated, usually from 57.1 µM), inactives show at the highest dose activity change, negative = inhibition, most hits filed as inhibitors | Polyunsaturated fatty acid lipoxygenase ALOX15B (Homo sapiens), O15296 | purified 15hLO-2, xylenol orange hydroperoxide absorbance; also: potency is read from the fitted curve at half-maximal effect; nearly all actives have a fitted effect of over 60% in size; many of its hits are not listed in these tables
Target sequence (O15296 whole entry, looked up): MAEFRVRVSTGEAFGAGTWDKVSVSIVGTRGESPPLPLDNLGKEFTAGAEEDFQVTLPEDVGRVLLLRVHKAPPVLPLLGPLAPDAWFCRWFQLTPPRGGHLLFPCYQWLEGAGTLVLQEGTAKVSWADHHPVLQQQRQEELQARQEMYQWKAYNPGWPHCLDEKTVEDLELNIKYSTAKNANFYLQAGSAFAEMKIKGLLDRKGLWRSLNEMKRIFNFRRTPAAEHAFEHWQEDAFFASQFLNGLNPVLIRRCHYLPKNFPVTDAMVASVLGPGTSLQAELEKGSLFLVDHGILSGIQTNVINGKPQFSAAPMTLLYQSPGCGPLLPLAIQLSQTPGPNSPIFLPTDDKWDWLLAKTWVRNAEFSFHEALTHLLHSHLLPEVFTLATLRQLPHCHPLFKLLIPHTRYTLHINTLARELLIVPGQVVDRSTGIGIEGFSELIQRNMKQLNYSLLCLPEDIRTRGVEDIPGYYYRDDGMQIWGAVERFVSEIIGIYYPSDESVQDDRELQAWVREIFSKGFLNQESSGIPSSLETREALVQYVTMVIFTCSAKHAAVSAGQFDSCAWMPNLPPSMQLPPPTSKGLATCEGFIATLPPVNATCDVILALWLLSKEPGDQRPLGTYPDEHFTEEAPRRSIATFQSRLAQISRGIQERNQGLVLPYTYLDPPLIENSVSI
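Enzyme 50 nM, AA 45 uM, 25 mM Hepes pH 7.5 + 0.01% Triton X-100; cpd preinc 15 min RT, rxn 90 min RT; stop/detect with 200 uM XO + 300 uM Fe(II) in 50 mM H2SO4, 30 min; A573/A405.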
* hit, by the source's call; ? = inconclusive; . = not tested or not shown; [ ] = another dose, or the depositor's remark. Unless noted, calls follow the shape of the dose curve; as a rule, active = well fitted curve in the direction sought with a large enough effect; inconclusive = small, poorly fitted or top-dose-only effect, or another doubt; inactive = no such curve, though single readings can be large; an effect the other way counts as inactive or inconclusive. Unless noted, % is scaled to controls: 0 for no effect and ±100 for the full control effect.

SMILES | PNC inhibitor | IMPase inh | ALOX12 inhib | 15-hLO-2 inh
COc1ccccc1Cn1c(=O)c2ccccc2n2c(Sc3ncnc4sccc34)nnc12 | 20 | -1 | -7% | -7%
Cc1cc(Cl)c(S(=O)(=O)N(C)C)cc1OCC(N)=O | -29 | 1 | 2% | .
N#Cc1nc(Cc2cccc3ccccc23)oc1NCCCn1ccnc1 | -20 | 3 | 1% | 38%[activator]
O=C(COC(=O)c1cc(S(=O)(=O)N2CCOCC2)ccc1O)NCC1CCCO1 (stereo not given) | -17 | -1 | -9% | 3%
O=C(NC(Cc1cc(=O)[nH]c2ccccc12)C(=O)O)c1ccc(Cl)cc1 (stereo not given) | . | . | 1% | -5%
CCOc1ccc(-c2[nH]nc3c2C(c2cccnc2)C(C#N)=C(N)O3)cc1 (stereo not given) | 52 | -10 | -6% | 5%
Cc1ccc(NC(=O)c2ccc(OCC3CCCO3)cc2)c(C)c1 (stereo not given) | -10 | 8 | -4% | .
O=c1oc(Nc2cccc(F)c2)nc2ccccc12 | 111 | -1 | -2% | -15%
COc1ccc(Cl)cc1Nc1nc(N)nc(C(F)(F)F)n1 | 26 | 5 | 5% | .
Cc1ccccc1CNc1ncnc2c1ncn2[C@@H]1O[C@@H](CO)[C@H](O)[C@@H]1O | . | 10 | -4% | 9%
COc1ccccc1-n1nnnc1SCc1cc2c(cc1Br)OCO2 | -27 | 8 | -7% | -5%
CCOC(=O)c1c(NC(=O)C2=C(C)NC(=S)NC2c2ccc(F)cc2F)sc(C)c1C (stereo not given) | ? | -3 | ? | .
CCOC(=O)N1CCC(NC(=O)c2cc(C(=O)NCc3ccc(F)cc3)ccc2CO)CC1 | 15 | -5 | 2% | 3%
CCC(=O)OCN1C(=O)C=CC1=O | . | . | -4%[11.4 µM] | 6%[11.4 µM]
Cc1ccc(S(=O)(=O)c2nc(Nc3ccccc3N3CCOCC3)sc2Cl)cc1 | 47 | 11 | -3% | -15%
CCCN1C(=O)/C(=C/c2nc3ccccc3c(=O)[nH]2)c2ccccc21 | -20 | . | 0% | .
Cc1cc(OC(C)C)nc(-c2ccccc2O)n1 | ? | 1 | 6% | 4%
CCOc1cc(C(=O)Nc2ccc(F)cc2)cc(Br)c1OC | ? | . | -7% | .
CC(C)C(=O)Nc1ccc(C(=O)NNC(=O)CCCOc2ccc(Cl)cc2Cl)cc1 | ? | -3 | 3% | -1%
CC(=O)c1c(C(C)=O)c(C)n(Cc2ccc3c(c2)OCO3)c1C | 28 | 13 | -2% | 0%
CCCCOC(=O)Nc1nnc(CC)s1 | 28 | 5 | -2% | -3%
COc1ccc2cc(CCNC(=O)C(C)(C)C)c(=O)[nH]c2c1 | ? | 9 | -2% | .
Cc1nn(Cc2ccccc2Cl)c2sc(C(=O)NC(C)(C)C)cc12 | -23 | 7 | -7% | -5%
CC(C(=O)N1CCN(c2ccccc2)CC1)N1C(=O)C2CC=CCC2C1=O (stereo not given) | 21 | 3 | 2% | 7%
COc1cc2c(C(=O)NCc3ccc4c(c3)OCO4)cn(C)c(=O)c2cc1OC | 53 | ? | -6% | -8%
Cc1ccc(Cl)cc1N1CCN(C(c2ccc(C#N)cc2)c2nnnn2C2CCCC2)CC1 (stereo not given) | -24 | 2 | -9% | -6%
CCOc1cc2[nH]c(=S)n(Cc3ccc(C(=O)NCCOC)cc3)c(=O)c2cc1OCC | -15 | ? | 4% | -2%
CC(C)(C)c1cc[n+](-c2nc([O-])sc2C=O)cc1 | -113* | . | -2% | .
CCOc1ccc(C(=O)NC(C(=O)NCc2ccccn2)C(C)C)cc1 (stereo not given) | -7 | 6 | 0% | 8%
CCOc1ccc(S(=O)(=O)NCc2ccc(F)cc2)c2cccnc12 | -28 | 7 | -6% | 7%
COc1ccccc1NC(=O)CSc1ncnc2c1oc1ccccc12 | -25 | 4 | 0% | -4%
O=C(OCC(=O)N(C1CCCCC1)C1CCCCC1)c1cnccn1 | -1 | -4 | 10% | -6%
CC(C)=C1SC(N2CCN(c3cccc(C)c3)CC2)=NC1=O | 4 | 7 | 0% | -12%
O=C(COC(=O)/C=C/c1ccc(S(=O)(=O)N2CCCCCC2)cc1)NCc1ccccc1Cl | 0 | . | 1% | .
CC(=O)OC1CC2C(C)(C)C(=O)CC[C@]2(C)C2CC[C@@]3(C)C(c4ccoc4)OC(=O)C4OC43[C@]12C (stereo not given in full) | . | . | 2% | -7%
O=C(Nc1ccccc1)Nc1ccc(Cl)c([N+](=O)[O-])c1 | 75 | . | -17% | .
CCN1C(=O)NC2C1N(S(C)(=O)=O)CCN2S(C)(=O)=O (stereo not given) | -20 | 3 | 2% | -2%
CSc1nc2ccc(S(=O)(=O)N3CCCC3)cc2s1 | 12 | 1 | 8% | -3%
Cc1ccc(CN2CCN(C(=O)c3ccco3)CC2)cc1 | -12 | 15 | 2% | .
CCOC(=O)CSc1nnc(Cc2cc(=O)[nH]c(=O)[nH]2)n1-c1cccc(OC)c1 | -12 | 2 | -9% | -2%
CC(Sc1nc(-c2ccccc2)cc(C(F)(F)F)n1)C(=O)Nc1sc2c(c1C(N)=O)CCC2 (stereo not given) | 3 | . | 3% | .
CCC(C)n1cnc2c(c1=O)c1nc3ccccc3nc1n2Cc1ccccc1OC (stereo not given) | 19 | 9 | -2% | -15%
Cc1ccc2c(c1)N(Cc1ccccn1)C(=O)C(C)O2 (stereo not given) | -11 | 1 | -1% | -3%
CCc1c(C)nc(SCC(=O)Nc2c(C)n(C)n(-c3ccccc3)c2=O)[nH]c1=O | 4 | 18 | 6% | -7%
COc1ccc(NC(=O)CSc2nc3ccccc3n2-c2ccccc2)c([N+](=O)[O-])c1 | ? | . | 2% | .
O=C(NCCCN1CCCC1=O)c1cccc(C(F)(F)F)c1 | 14 | 13 | 2% | -1%
CN(CC(=O)N1CCc2ccccc21)S(=O)(=O)c1cccs1 | 1 | -9 | 1% | 2%
CCOc1ccc(OCc2cccc(C(=O)Nc3ccc(CN4CCCCC4)cc3)c2)cc1 | 45 | . | 8% | .
N#CC1=C(N)SC(N)=C(C#N)C1CCC1CCCCC1 | -28 | -8 | ? | -21%[2.29 µM]
CCOC(=O)CN1CC23C=CC(O2)C(C(=O)NCc2ccc(C)cc2)C3C1=O (stereo not given) | -28 | 4 | 5% | -5%
Cc1sc(NC(=O)c2ccccc2F)c(CN2CCCCC2C)c1C (stereo not given) | 21 | . | -5% | .
COCCCn1c(Cc2csc(Nc3ccccc3)n2)nnc1SCC(N)=O | 8 | 2 | 4% | .
CN(C)C=Nc1ncc2c3ccccc3n(Cc3ccccc3)c2c1C#N | -2 | 13[9.22 µM] | -1% | 29%
CC(Sc1nc2c(c(=O)n(C)c(=O)n2C)n1Cc1cc2c(cc1Cl)OCO2)C(=O)O (stereo not given) | 34 | -7 | -8% | -4%
Cc1ccc(CNC(=O)c2cccc(-n3cnnn3)c2)cc1 | 17 | -3 | 8% | -1%
O=C(N/N=C/c1cccc(OC2CSC2)c1)c1ccccc1O | 54 | 12 | 3% | -22%
CN(C)c1ccc(NC(=O)CSc2nnc(-c3cccs3)n2Cc2ccco2)cc1 | 32 | 10 | 5% | -15%
CCn1nc(C)c(C2C(C#N)=C(N)Oc3n[nH]c(C)c32)c1C (stereo not given) | -9 | . | -2% | .
CCOC(=O)c1c(NC(=S)Nc2ccc(C)cc2)sc2c1CCC2 | 12 | . | -2% | .
CCCN1C(=O)c2cc(C(=O)NC3CCCCCC3)ccc2C1O (stereo not given) | -22 | 7 | 1% | -3%

Carrying on:
SMILES | PNC inhibitor | IMPase inh | ALOX12 inhib | 15-hLO-2 inh
CC1(C)Cc2c(sc3nc(-c4cccs4)n(N)c(=O)c23)CO1 | -3 | 17 | -3% | 7%
Cn1c2ccccc2c(=O)n2c(=O)c3ccccc3cc12 | -14 | 1 | -8% | -6%
CCOC(=O)CSc1nc(C(C)(C)C)cc(C(F)(F)F)c1C#N | -10 | -4 | -4% | 1%
CCn1c(SCC(=O)NCc2cccs2)nnc1-c1cccs1 | ? | 2 | 1% | -5%
Cc1nc2c(-c3ccc(F)cc3)c(C)nn2c(C)c1CCC(=O)NC(C)CCc1ccco1 (stereo not given) | ? | -10 | -1% | .
O=C(/C=C/c1ccc(Cl)cc1)N(c1ccccn1)C1CCCCC1 | 28 | . | 0% | .
Cc1ccc(CNC(=O)CSc2nc3[nH]ncc3c(=O)[nH]2)cc1 | 1 | . | 2% | .
Cc1ccc(-c2cc(-c3ccc(Cl)cc3)c(C#N)c(N)n2)o1 | -23 | 2 | 11µM* | 6.3µM*
O=C(NNC(=O)c1cccnc1)Nc1ccc(Cl)c(Cl)c1 | 96 | -3 | 6% | .
Cc1ccc2c(C)c(C(=O)Nc3c(C)n(C)n(-c4ccccc4)c3=O)oc2c1C | -6 | . | 1% | .
Cc1ccc(-c2nn3c(C)nnc3c3ccccc23)cc1S(=O)(=O)N1CCN(CCO)CC1 | 9 | 3 | -4% | 14%
O=C(CN1CCCc2ccccc21)NC(=O)NCc1ccco1 | 17 | -5 | 4% | -4%
CCSc1nnc(NC(=O)CSc2nc(CC)nc3c2c(=O)n(C)c(=O)n3C)s1 | 21 | 3 | 1% | -2%
CC1=C(C(=O)OCC(C)C)C(c2cccs2)NC(=S)N1 (stereo not given) | ? | 4 | ? | .
COc1ccc(CCN(C(=O)C(F)(F)F)C(C(=O)NC2CCCC2)c2cccs2)cc1 (stereo not given) | 9 | 5 | -9% | -8%
COC(=O)C1=C(C)N=C2SC(C#N)=C(N)N2C1c1ccc(OCc2ccccc2)cc1 (stereo not given) | -27 | -3 | -7% | 8%
Cc1ccc(N(CC(O)CN2CCCC2)S(=O)(=O)c2ccccc2)cc1 (stereo not given) | 28 | 0 | -2% | 0%
COc1c(C)cccc1C(=O)Nc1ccc(N2CCN(S(C)(=O)=O)CC2)cc1 | ? | 5 | -4% | -12%
CCOc1ccccc1NC(=O)CSc1nnnn1Cc1ccccc1 | -82* | -4 | -10% | 0%
COc1cccc(/C=N/NC(=O)c2nc(-c3ccccc3)cc(-c3ccccc3)n2)c1O | ? | 4 | 3% | .
COc1cccc(-n2cnnn2)c1 | 10 | 8 | -6% | -4%
CCC(=O)Nc1cc(Cl)ccc1C(=O)O | -30 | 2 | 6% | 1%
COc1ccc(OCC(=O)Nc2cc(C)c(Cl)cc2OC)c([N+](=O)[O-])c1 | ? | . | 0% | .
CCCOC(=O)Cc1c(O)c2ccccc2[nH]c1=O | 12 | 3 | 2% | -2%
COCCNC(=O)C1CC(c2ccc(F)cc2)=NO1 (stereo not given) | ? | 5 | 8% | 1%
Cc1ccc(C)c(NC(=O)C2CC(=O)N(C(C)C)C2)c1 (stereo not given) | 23 | 6 | -2% | -4%
O=C(NCC(=O)N(Cc1ccco1)C(C(=O)NC1CCCC1)c1ccncc1)c1cccs1 (stereo not given) | -6 | 2 | -5% | .

These rows are one share of the data; count on the stated rates, not on these rows.
